TDP1 cell CPT = qHTS for Inhibitors of human tyrosyl-DNA phosphodiesterase 1 (TDP1): qHTS in cells in presence of CPT; chicken DT40 Tdp1-/-;hTDP1 cells + 20 nM CPT, ATP luminescence, 48 h; AID 686979, 2013; actives 12% (n = 420,000); Potency, µM (series often up to 46.2 µM), inactives show top-dose activity change, negative = growth inhibition, most hits filed as inhibitors; also: nearly all actives have a fitted effect of over 55% in size
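Chicken DT40 Tdp1-/- cells complemented with human TDP1, 400 cells/well, exposed to compounds plus 20 nM camptothecin for at least 48 h at 37 C; viability read as ATP content by CellTiter-Glo luminescence.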
TDP1 cell noCPT = qHTS for Inhibitors of human tyrosyl-DNA phosphodiesterase 1 (TDP1): qHTS in cells in absence of CPT. DT40 Tdp1-/- hTDP1 cells, no CPT, ATP luminescence, 48 h. Potency, µM (highest dose often 46.2 µM), without a hit: at the highest dose activity change, negative = growth inhibition, actives largely listed as inhibitors. actives 15% (n = 420,000). AID 686978, 2013; also: nearly all actives have a fitted effect of over 55% in size
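Stably hTDP1-transfected Tdp1-null chicken DT40 cells were treated with library compounds minus camptothecin and grown for at least 48 hr at 37 °C, after which cellular ATP was quantified by luminescence.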
TDP1 inh = qHTS Assay for Inhibitors of Tyrosyl-DNA Phosphodiesterase (TDP1); Tyrosyl-DNA phosphodiesterase 1 (Homo sapiens), Q9NUW8; recombinant TDP1, AlphaScreen DNA substrate cleavage; Potency, µM (top dose mostly 130 µM), inactives show at the highest dose activity change, negative = inhibition, hits mostly inhibitors; actives 0.28% (n = 350,000); also: nearly all actives have a fitted effect of over 40% in size
Target sequence (Q9NUW8 whole entry, looked up): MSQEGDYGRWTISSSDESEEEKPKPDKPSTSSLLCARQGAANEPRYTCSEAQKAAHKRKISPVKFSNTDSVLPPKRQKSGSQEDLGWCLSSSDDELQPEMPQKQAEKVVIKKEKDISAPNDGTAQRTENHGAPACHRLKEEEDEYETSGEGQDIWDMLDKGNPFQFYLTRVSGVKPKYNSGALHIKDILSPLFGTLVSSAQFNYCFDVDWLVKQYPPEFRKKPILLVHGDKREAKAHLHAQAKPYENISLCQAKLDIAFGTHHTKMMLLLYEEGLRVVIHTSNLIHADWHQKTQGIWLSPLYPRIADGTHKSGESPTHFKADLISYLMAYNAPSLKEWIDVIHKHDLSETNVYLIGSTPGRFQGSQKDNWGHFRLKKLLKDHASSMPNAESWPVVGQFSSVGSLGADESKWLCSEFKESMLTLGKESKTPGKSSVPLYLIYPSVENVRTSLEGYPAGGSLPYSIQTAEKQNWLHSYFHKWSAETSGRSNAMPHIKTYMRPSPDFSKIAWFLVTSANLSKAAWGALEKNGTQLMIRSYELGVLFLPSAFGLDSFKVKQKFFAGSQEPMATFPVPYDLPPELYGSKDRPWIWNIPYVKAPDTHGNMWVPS
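Steps: enzyme plus compound, 15 min RT; add biotin/phosphotyrosine-FITC oligonucleotide (15 nM final), react 5 min; add donor/acceptor beads (10 ug/ml final), 10 min; read AlphaScreen. Tdp1 at 1 nM final.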
* = called active by the depositor; ? = inconclusive; / = not tested or not shown; & = joins results of further samples; [ ] = another dose, or the depositor's remark. Calls follow the shape of the dose curve; as a rule, active = well fitted curve in the direction sought with a large enough effect; inconclusive = small, poorly fitted or top-dose-only effect, or another doubt; inactive = no such curve, though single readings can be large; an effect the other way counts as inactive or inconclusive. % is scaled to controls: 0 for no effect and ±100 for the full control effect; potency is read from the fitted curve at half-maximal effect. Rows were taken by chance. Share with any hit: about 18%.

SMILES | TDP1 cell CPT | TDP1 cell noCPT | TDP1 inh
CC(C)c1nc(CNC(=O)CC2C(=O)NCCN2Cc2ccccc2)cs1 (stereo not given) | -24% | 1% | /
O=C(COc1ccc([N+](=O)[O-])cc1Cl)NCCc1ccccc1 | -15% | ? | 11%
Cc1ccc(NS(=O)(=O)c2ccc(C(C)(C)C)cc2)cn1 | -4% | 3% | /
CCCOc1ccc(C(=O)CCC(=O)OCC(=O)N(C)c2c(N)n(Cc3ccccc3)c(=O)[nH]c2=O)cc1 | ? | -19% | -5%
CCCN1C(=O)/C(=C/c2ccc(OCC(=O)OCC)cc2)NC1=S | -91% | 3% | 4%
CCCNC(=O)COc1ccccc1[N+](=O)[O-] | 11% | -5% | 3%
CCOc1ccc(S(=O)(=O)Nc2nc3ccc(OC)cc3s2)cc1 | 2% | -2% | -3%
COc1ccc(/C=C2/SC(=O)N(CCC(=O)Nc3ccc(S(=O)(=O)Nc4nccs4)cc3)C2=O)cc1 | ? | ? | 2%
O=C(c1cc(-c2ccccc2Cl)on1)N1CCCC1 | 5% | -13% | /
CCSc1nc2c(c(=O)[nH]c(=O)n2C)n1Cc1ccc(Cl)cc1 | ? | ? | -2%
Cc1noc(C)c1-c1cc(N2CCNCC2)ncn1 | -16% | -3% | /
CCn1c(=O)c(=O)[nH]c2c(=O)oc3ccc(S(=O)(=O)Nc4ccc(OC)cc4)cc3c21 | 0% | ? | -2%
CC(=O)N1CCc2cc(S(=O)(=O)NCc3ccc(C)cc3)ccc21 | ? | 7.3µM* | 2%
COc1ccc(NC(=O)c2ccc(-c3cccc(Cl)c3C)o2)cc1 | ? | -22% | -7%[12.3 µM]
Cc1ccc(Cl)cc1N1CCN(S(=O)(=O)c2ccc(-c3cnc(C4CC4)o3)cc2)CC1 | ? | 13µM* | 9%
O=C(Nc1cccnc1)c1ccc(N2CCCC2)c([N+](=O)[O-])c1 | 3% | -29% | 4%
Cc1cc(OCC(=O)Nc2sc3c(c2C#N)CC(C)(C)NC3(C)C)c(C(C)C)cc1Cl | ? | 16µM* | 5%
COC(=O)N1[C@H](C)C=C[C@]1(Cc1ccccc1)C(=O)OC | -13% | -5% | 6%
C=C(C)C1CC=C(C)/C(=N/NC(=O)C2CC2c2ccccc2)C1 (stereo not given) | -24% | ? | 3%
N#C/C(=C\c1ccccc1C(=O)O)c1nc2ccccc2[nH]1 | -4% | 2% | /
COc1ccc(-c2coc3cc(O[C@@H]4O[C@H](CO)[C@@H](O)[C@H](O)[C@H]4O)ccc3c2=O)cc1 | -3% | -17% | -5%
CCn1c(=O)n(-c2ccc(Cl)cc2)c(=O)c2c3c(sc21)COC(C)(C)C3 | -12% | -30% | 3%
O=C(C1CCCO1)N1CCN(C(=S)Nc2ccc(F)c(Cl)c2)CC1 (stereo not given) | -13% | -22% | -5%
O=C(NC1CCCC1)c1ccc(CSc2nc3cccnc3n2Cc2ccc(F)cc2)cc1 | -1% | -15% | -1%
Nc1c(CNCc2nnn(Cc3ccccc3)c2N)nnn1Cc1ccccc1 | ? | ? | /

Reformatted: 3 of the compounds above
Under each structure: TDP1 cell CPT, TDP1 cell noCPT, TDP1 inh
N#C/C(=C\c1ccccc1C(=O)O)c1nc2ccccc2[nH]1
  -4%, 2%, /
COc1ccc(-c2coc3cc(O[C@@H]4O[C@H](CO)[C@@H](O)[C@H](O)[C@H]4O)ccc3c2=O)cc1
  -3%, -17%, -5%
CCn1c(=O)n(-c2ccc(Cl)cc2)c(=O)c2c3c(sc21)COC(C)(C)C3
  -12%, -30%, 3%

Back to the main list, repeating the 7 entries before the break.
SMILES | TDP1 cell CPT | TDP1 cell noCPT | TDP1 inh
C=C(C)C1CC=C(C)/C(=N/NC(=O)C2CC2c2ccccc2)C1 (stereo not given) | -24% | ? | 3%
N#C/C(=C\c1ccccc1C(=O)O)c1nc2ccccc2[nH]1 | -4% | 2% | /
COc1ccc(-c2coc3cc(O[C@@H]4O[C@H](CO)[C@@H](O)[C@H](O)[C@H]4O)ccc3c2=O)cc1 | -3% | -17% | -5%
CCn1c(=O)n(-c2ccc(Cl)cc2)c(=O)c2c3c(sc21)COC(C)(C)C3 | -12% | -30% | 3%
O=C(C1CCCO1)N1CCN(C(=S)Nc2ccc(F)c(Cl)c2)CC1 (stereo not given) | -13% | -22% | -5%
O=C(NC1CCCC1)c1ccc(CSc2nc3cccnc3n2Cc2ccc(F)cc2)cc1 | -1% | -15% | -1%
Nc1c(CNCc2nnn(Cc3ccccc3)c2N)nnn1Cc1ccccc1 | ? | ? | /
CC(C)CC(NC(=O)OC(C)(C)C)C(=O)O (stereo not given) | 8% | 1% | -3%
Cc1cc2cc(C)c3nnc(SCC(=O)NCc4ccc5c(c4)OCO5)n3c2cc1C | ? | -26% | 0%
COc1cc(-c2nnc(SCC(=O)NCc3ccccc3Cl)o2)cc(OC)c1OC | ? | ? | -3%
CCOc1ccc(NC(=O)c2cc(S(=O)(=O)N3CCCCC3)c[nH]2)cc1 | 0%&-5% | -19%&0% | 3%
Cc1cccc(C)c1NC(=O)CNC(=O)Cn1nc(C)c(C)c(C#N)c1=O | 9% | -3% | 0%
CCNC(=O)CNC(=O)c1nn(Cc2ccccc2)c(=O)c2ccccc12 | -27% | -19% | /
COc1ccc(CCN2C(=O)c3[nH]nc(-c4ccccc4O)c3C2c2cccc(OC)c2)cc1 (stereo not given) | ? | 18µM* | 10%
O=C(CN1CCCCCC1)Nc1cccc(Br)c1 | -8% | -5% | 2%
Cc1cc(C)nc(SC2CC(=O)N(c3ccc(Cl)cc3)C2=O)n1 (stereo not given) | ? | 21µM* | /
O[C@H]1C[C@H](c2ccccc2)N(Cc2cccs2)C[C@@H]1n1cc(C2CC2)nn1 | ? | 21µM* | /
CCOC(=O)N1CCN(C(=O)C[C@@H]2C[C@@]3(C(=O)OCC)CCC=C3N(Cc3ccc(Cl)cc3Cl)C2=O)CC1 | 18µM* | 15µM* | /
CCOc1ccc(NC(=O)N2CCc3ccccc3C2)cc1 | -18% | -14% | 4%[56.1 µM]
CC(C)CN(C(=O)COC(=O)Cc1ccc(Cl)cc1)c1c(N)n(Cc2ccccc2)c(=O)[nH]c1=O | ? | ? | 1%
C/C=C/C=C/C(=O)[C@@H]1[C@@H]([C@]2(C)OC(=O)C(C)=C2O)[C@H]2/C(=C(O)/C=C/C=C/C)C(=O)[C@]1(C)C(=O)C2(C)O (stereo not given in full) | -23% | ? | /
O=C(CNCc1ccc(F)cc1)Nc1ccccc1-c1ccccc1 | ? | ? | 1%
C#CC[N+]1(CC#Cc2ccccc2)CCCCC1 | 16µM* | 16µM* | 1%
CSc1nc2nc3c(cc2c(=O)n1-c1ccccc1)COC(C)(C)C3 | -16% | ? | 3%
COc1ccccc1Nc1nc(Cl)nc(NC(C)(C)C)n1 | 6% | -28% | -2%
CCC(C)c1c(O)nc(SCC(=O)N2CCOCC2)[nH]c1=O (stereo not given) | 18% | 4% | 2%
COc1cc(C)c(S(=O)(=O)NOCc2ccccc2)c(C)c1C | -9% | ? | /
CCOC(=O)c1ccc(N/C=C2\CCCCC2=O)cc1 | -23% | -28% | 6%
COCC1CCN(C(=O)c2cc(COc3ccc(OC)c4ccccc34)on2)C1 (stereo not given) | ? | ? | /
CCN1CCN(CC(=O)N2N=C(c3ccc(OC)cc3)CC2c2ccc(OC)cc2)C(=O)C1=O (stereo not given) | -3% | 4% | 4%
CCOc1ccccc1C(=O)N1CCc2cc(OC)c(OC)cc2C1COc1ccc2c(C)cc(=O)oc2c1 (stereo not given) | ? | 9.2µM* | 0%
CCC(C(=O)Nc1ccccc1Cl)n1nc(C)c2c(C)n(-c3ccccc3)nc2c1=O (stereo not given) | ? | ? | 3%
The listing continues:
SMILES | TDP1 cell CPT | TDP1 cell noCPT | TDP1 inh
O=C(/C=C/[C@H]1O[C@@H](n2cnc3c(NC(=O)c4ccccc4)ncnc32)[C@H](O)[C@@H]1O)NCCc1c[nH]c2ccccc12 | -1% | 2% | /
CCOc1ccccc1NC(=O)NNC(=O)CCc1ccc(OC)cc1 | 1% | 10% | 2%
Cc1ccc2nc3c(cc2c1)c(NC(=O)c1cccnc1)nn3C | ? | ? | 2%
Cc1c(C(=O)OCC(=O)NC(=O)NC2CCCCC2)cccc1[N+](=O)[O-] | ? | ? | 1%
Oc1ccc(N2CCN(C(c3ccncc3)c3nnnn3C3CCCC3)CC2)cc1 (stereo not given) | -3% | ? | 0%
COc1ccc2nc(C)cc(SCC(=O)Nc3c(C)cc(C)cc3C)c2c1 | ? | -6% | 2%
CC1=C(c2ccc(C)c(C)c2)S(=O)(=O)NC1=NCc1ccccc1Cl | -16% | ? | 9%
O=C(CCc1nc(-c2ccc(Cl)cc2)no1)NC1CCCC1 | ? | ? | 2%
Cc1cc(Br)ccc1SCC(=O)OCC(=O)Nc1ccccc1C#N | -9% | -15% | -2%
CC(=O)c1ccc(NC(=S)NCCc2ccccn2)cc1 | -4% | -16% | -4%
O=C(Cn1cnc2c(nnn2Cc2ccc(F)cc2)c1=O)Nc1ccc2c(c1)OCCO2 | -9% | -8% | -14%
COc1cc(OC)c(NC(=O)Cn2cccc2)cc1Cl | 3% | 11% | 8%
Cc1ccccc1OCC(O)Cn1c(NCc2ccco2)nc2c1c(=O)[nH]c(=O)n2C (stereo not given) | ? | ? | /
CCOc1ccccc1C(=O)NC(C)c1ccc(-n2ccnc2)cc1 (stereo not given) | ? | -30% | 2%
CC1(Cc2ccc(C(F)(F)F)o2)C(=O)Nc2ccc(-c3cccc(C(F)(F)F)c3)cc21 (stereo not given) | 15µM* | 12µM* | /
Cn1nc(C(=O)N2CCN(c3ccc(F)cc3)CC2)c2c1-c1ccccc1SC2 | -3% | -1% | 14%
CCC(=O)Nc1cc(C(=O)NCC2CCCN2CC)c(OC)cc1N(C)C (stereo not given) | -1% | -2% | 1%
O=C(CSc1ncnc2nc[nH]c12)c1ccc([N+](=O)[O-])cc1 | -15% | -23% | 1%
O=C(CCN1C(=O)C2C3C=CC(C3)C2C1=O)Nc1ccc2ncccc2c1 (stereo not given) | 7% | 9% | -4%
Cc1cc(NC(=O)c2cc(-c3cccs3)nc3ccccc23)no1 | 21µM* | 26µM* | 1%
CCCNC(=O)C(Cc1ccc(C(F)(F)F)cc1)NC(=O)c1ccc2ccccc2n1 (stereo not given) | ? | ? | 1%
O=C(c1[nH]c(C(F)(F)F)nc1-c1ccccc1)N1CCN(Cc2c(F)cccc2Cl)CC1 | -8% | -22% | /
Cn1nnnc1SCSc1nnnn1C | 5% | -11% | 4%
CC(C)(C)c1cc(C(=S)N2CCCC2)cc(C(C)(C)C)c1O | ? | ? | /
CC1CN(CCOCCSc2ccccc2)CC(C)O1 (stereo not given) | -14% | -29% | 5%
O=C(NN=C1CCCCC1)c1ccccc1OCc1ccc(F)cc1 | -19% | ? | 6%
COc1cc(NS(=O)(=O)c2cc(NC(C)=O)ccc2OC)c(OC)cc1NC(=O)c1ccccc1 | 5% | -10% | /
O=C(Cc1ccccc1)NCC(=O)Nc1cccc(Cl)c1 | -3% | 3% | 1%

Source: PubChem
